# Screens (PubChem)
# DRD3 agonist: agonists of human D3 dopamine receptor. P35462. max activation, %. 410,000 tested, 0.58% active. AID 652048. D3R DiscoveRx beta-arrestin cells, luminescence, 90 min; in the data active = max activation above about 30%; also: 0% is about no effect; mostly tested at two doses, the higher about 12 µM
# Target sequence (P35462 whole entry, looked up): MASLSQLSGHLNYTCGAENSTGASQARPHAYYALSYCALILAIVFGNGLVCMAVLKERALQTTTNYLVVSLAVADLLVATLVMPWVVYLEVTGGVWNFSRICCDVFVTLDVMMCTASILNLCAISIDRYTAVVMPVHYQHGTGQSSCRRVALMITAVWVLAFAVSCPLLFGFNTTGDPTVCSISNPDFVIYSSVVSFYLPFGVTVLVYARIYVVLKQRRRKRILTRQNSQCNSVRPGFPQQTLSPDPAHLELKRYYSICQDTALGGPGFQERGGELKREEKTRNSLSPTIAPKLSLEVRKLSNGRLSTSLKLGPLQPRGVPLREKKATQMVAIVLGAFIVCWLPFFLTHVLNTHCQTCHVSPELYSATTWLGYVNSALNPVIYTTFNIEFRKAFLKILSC
#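 Agonist-mode cell screen: cells plated at 1500/well and incubated overnight at 37 °C, then exposed to library compounds for 90 min at 37 °C. Detection reagent was added for 30–60 min at room temperature, and luminescence was read.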
# GLP1R ag: activates the human GLP-1 receptor; AID 624172; HEK293 GLP-1R CRE-luciferase, luminescence, 4-6 h; cells express a hypersensitive GLP-1R form; P43220; Potency, µM (titrated, usually from 45.6 µM), without a hit: at the top dose activation, usual class: activators; 380,000 tested, 0.007% active; also: potency is read from the fitted curve at half-maximal effect; % of control where 0% means no effect
# Target sequence (P43220 whole entry, looked up): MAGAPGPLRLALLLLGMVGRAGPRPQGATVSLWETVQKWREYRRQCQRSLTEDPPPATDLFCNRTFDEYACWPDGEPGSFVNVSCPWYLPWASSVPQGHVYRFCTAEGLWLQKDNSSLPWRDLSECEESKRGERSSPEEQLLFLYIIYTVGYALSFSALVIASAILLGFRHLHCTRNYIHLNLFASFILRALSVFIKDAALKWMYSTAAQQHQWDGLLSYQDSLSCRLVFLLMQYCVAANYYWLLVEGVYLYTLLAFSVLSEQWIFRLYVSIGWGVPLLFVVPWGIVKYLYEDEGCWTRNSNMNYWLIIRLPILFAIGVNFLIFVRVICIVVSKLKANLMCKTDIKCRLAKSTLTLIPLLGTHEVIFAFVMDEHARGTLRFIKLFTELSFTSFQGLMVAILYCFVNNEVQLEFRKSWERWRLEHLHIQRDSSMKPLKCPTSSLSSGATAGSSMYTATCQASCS
# D3 antag: antagonists of human D3 dopamine receptor | 360,000 tested, 2.5% active | P35462 | max response, negative = inhibition, % | AID 652054 | D3R cells, DiscoveRx beta-arrestin luminescence, antagonist mode; stronger effect = lower value; in the data active = max response below about -50%; inconclusive = no clear call, values can overlap the other calls; also: % is scaled to controls: 0 for no effect and ±100 for the full control effect; mostly tested at two doses, the higher about 12 µM
#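 Cells expressing the human receptor were seeded at 1500 cells/well, incubated overnight at 37 degrees C in 5% CO2, then exposed to library compounds with dopamine controls for 90 minutes at 37 degrees C before luminescent detection.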
# HT1080-NT tox: kills 2HG-producing HT-1080-NT fibrosarcoma cells; HT-1080-NT fibrosarcoma viability, CellTiter-Glo ATP luminescence, 48 h; Potency, µM (series often up to 46.1 µM), inactives show top-dose activity, negative = less viability, hits mostly cytotoxic; 360,000 tested, 1.6% active;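 also: NT is the 2HG producing partner of a matched IDH1 knockdown line; potency is read from the fitted curve at half-maximal effect; 0% = DMSO-treated cells and -100% = media-only wells without cells; nearly all actives have a fitted effect of over 55% in size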
#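 Fibrosarcoma NT cells, 750 per well in 5% FBS RPMI, were exposed to compound for 48 hours. Viability: CellTiter-Glo luminescence.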
# KB-3-1 cytotox: kills parental KB-3-1 adenocarcinoma cells | KB-3-1 viability, CellTiter-Glo ATP luminescence, 72 h | 400,000 tested, 1.4% active | Potency, µM (top dose mostly 46.1 µM), for the others: at the top dose activity change, negative = cytotoxic, most hits filed as cytotoxic; also: potency is read from the fitted curve at half-maximal effect; % is scaled to controls: 0 for no effect and ±100 for the full control effect; nearly all actives have a fitted effect of over 60% in size
#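 Here the drug-naive KB-3-1 line serves as comparator for MDR sub-line selectivity; cells received compound titrations, 72 h at 37 °C, then CellTiter-Glo readout.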
# KB-V1 MDR tox: kills drug-selected multidrug resistant KB-V1 cells; AID 1347076; 400,000 tested, 3.4% active; KB-V1 MDR cells viability, CellTiter-Glo, 72 h; Potency, µM (top dose mostly 46.1 µM), for inactives: at the top dose activity change, negative = cytotoxicity, usual class: cytotoxic; also: potency is read from the fitted curve at half-maximal effect; % is scaled to controls: 0 for no effect and ±100 for the full control effect; nearly all actives have a fitted effect of over 60% in size
#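 In this primary screen, KB-V1 cells overexpressing P-gp are incubated with library compounds (lowest to highest concentration) for 72 h at 37 degrees C before a luminescent ATP viability read.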
# IL-1B inflam inh: blocks inflammasome-driven IL-1 beta release | THP-1 LPS/ATP IL-1B secretion, AlphaLISA, 16 h; stronger effect = lower value | activity change, % at 57.5 µM | 360,000 tested, 4.7% active | AID 743279; in the data active = activity change below about -50%; inconclusive = mostly about -30% to -49%; also: % is scaled to controls: 0 for no effect and ±100 for the full control effect
#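 Secreted IL-1B measured by AlphaLISA bead assay after 16 h compound exposure of THP-1 cells; compounds (final up to 57.5 uM) added 1 h before LPS (250 ng/mL) and ATP (1.25 mM) stimulation; lower signal means less secretion.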
# HT1080 IDH1KD tx: HT-1080 IDH1 knockdown cell toxicity (counter line) | HT-1080 IDH1 knockdown viability, ATP luminescence, 48 h | Potency, µM (titrated, usually from 46.1 µM), without a hit: at the top dose activity, negative = toxicity, actives largely listed as cytotoxic | 360,000 tested, 2% active | AID 686971;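 also: potency is read from the fitted curve at half-maximal effect; 0% = DMSO wells and -100% = cell-free medium wells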
#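 IDH1KD HT-1080 cells, 750/well, RPMI + 5% FBS; compound pinned after 2 h settling; 48 h, 37 °C; CellTiter-Glo luminescence; % activity normalised to DMSO and no-cell wells; curves fitted, classed by r2 and efficacy.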
# SW480 rereplic: DNA re-replication induction in SW480 cells. SW480 DNA re-replication, Hoechst DNA content imaging, 48 h. Potency, µM (highest dose often 46.1 µM), inactives show top-dose re-replication activation, most hits filed as activators. 340,000 tested, 1.8% active. AID 624297; also: potency is read from the fitted curve at half-maximal effect; % of control where 0% means no effect; nearly all actives have a fitted effect of over 55% in size
#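 Quantitative HTS format with DMSO vehicle controls; 48 hr drug incubation at 37 C, then 40 min Hoechst staining and scanning imager measurement at 405 nm excitation.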
# An asterisk follows results filed as active; i = inactive; ? = inconclusive; · = no result given; & = joins results of further samples. Unless noted, calls follow the shape of the dose curve; as a rule, active = well fitted curve in the direction sought with a large enough effect; inconclusive = small, poorly fitted or top-dose-only effect, or another doubt; inactive = no such curve, though single readings can be large; an effect the other way counts as inactive or inconclusive.
SMILES,DRD3 agonist,GLP1R ag,D3 antag,HT1080-NT tox,KB-3-1 cytotox,KB-V1 MDR tox,IL-1B inflam inh,HT1080 IDH1KD tx,SW480 rereplic
COc1ccc(Cl)cc1NC(=O)CN(C)C(=O)c1sccc1-c1ccccc1,-3,-8%,0,-18%,-27%,-14%,14,-26%,-4%
O=C(Nc1cc(S(=O)(=O)N2CCCCC2)ccc1Cl)c1ccncc1,2,12%,25,3%,2%,-26%,4,-10%,-27%
Cc1ccc(S(=O)(=O)/C(C#N)=C/c2c(N3CCN(Cc4ccccc4)CC3)nc3ccccn3c2=O)cc1,-12,1%,-3,13%,-3%,-6%,9,14%,-14%
Cc1nnc(Cn2cnc3c2c(=O)n(C)c(=O)n3C)o1,3,2%,2,2%,2%,1%,20,16%,0%
O=C(CSCC(=O)c1ccc([N+](=O)[O-])cc1)c1ccc([N+](=O)[O-])cc1,2,-9%,-9,-3%,0%,0%,9,0%,·
CCOC(=O)c1c(NC(=O)c2ccccc2C(=O)O)sc2c1CCCC2,3,-3%,4,-2%,-2%,34%,-9,-4%,-4%
O=C(NCC1CCCO1)C1c2ccccc2Oc2ccccc21 (centres undefined),-5,7%,-5,-1%,-10%,2%,-12,6%,-4%
Cc1ccc2c(c1)c1c(c(=O)n(-c3ccccc3)c(=O)n1CC(=O)NCC1CCCO1)n2C (centres undefined),-2&4,2%&0%,-27,0%,14%&-9%,-3%&-13%,25,3%,-20%
COCCn1ccc(O)c(Cc2ccc(Cl)cc2)c1=O,1,0%,?,6%,-5%,1%,19,2%,-4%
CN1C(=O)OC2(C)CCc3ccccc3C12C (centres undefined),10,-11%,-10,9%,2%,-6%,11,-3%,-8%
O=C(COc1ccc(Br)cc1)N(Cc1ccco1)C1CCS(=O)(=O)C1 (centres undefined),1,-4%,19,-1%,-5%,-13%,17,4%,2%
CC(C)C(NC(=O)CSCc1ccc([N+](=O)[O-])cc1)C(C)C,1,-1%,10,8%,6%,18µM*,i,-2%,-1%
CC1(c2nnnn2Cc2ccccc2)CCC(=O)N1Cc1cccnc1 (centres undefined),0,5%,0,15%,20%,-18%,6,14%,·
CCn1cc(NC(=O)Nc2ccccc2C(=O)OC)c(C(N)=O)n1,-12,1%,20,5%,-14%,-1%,-11,1%,18%
Cc1c(C(=O)OCC(=O)NCCN2C(=O)CSC2=O)oc2c1ccc1ccccc12,3,2%,-9,2%,-30%,23µM*,-6,-2%,?
CCN(CC)S(=O)(=O)c1ccc(C2CNC(=O)C2)cc1 (centres undefined),0,-7%,?,-1%,3%,22%,-13,5%,-1%
CCCCNC(=O)C1(C)CCC(=O)N1C1CCN(Cc2ccccc2)CC1 (centres undefined),-6,-4%,-18,19%,0%,-14%,-22,8%,·
Cc1ccc(NC(=O)CSc2nc3ccccc3c(=O)n2CCCC(=O)NCCCN2CCOCC2)cc1,0,1%,7,-9%,3%,-5%,?,-16%,-4%
CCO/N=C(/C)c1c(O)c(C)c(-c2ccccc2)n(-c2ccccc2)c1=O,-1,3%,13,0%,-4%,9%,4,-5%,3%
CC(=O)N/C(=C/c1ccccc1)C(=O)N1CCCCC1,-13,7%,-5,-1%,0%,-9%,1,-20%,-2%
COC(=O)c1ccc(-c2sc3nc(N4CCOCC4)c4c(c3c2N)CC(C)(C)OC4)o1,0,7%,0,3%,-4%,-3%,7,-14%,0.71µM*
CN1CCC(OC2c3ccccc3CCc3ccccc32)CC1,-2,-5%,-99*,-2%,-3%,-26%,-8,-22%,·
CNC(=O)CSc1nnc(-c2cc(C)cc(C)c2)o1,0,-6%,4,12%,-11%,0%,-13,21%,-11%
CCCCCCCCN1C(=O)[C@H](CC(=O)NCc2ccc(OC)c(OC)c2)C[C@@]2(C(=O)OC)CCCCC=C12,13,1%,5,?,-1%,?,-58*,?,·
COc1ccccc1CNC(=O)c1ccc(-c2ccccc2C(F)(F)F)o1,-17,?,-15,-21%,-7%,-1%,-15,-17%,1%
N#Cc1ccc(N2CCN(C(=O)c3cccc(F)c3)CC2)c(F)c1,-1,-1%,7,-1%,-7%,4%,9,-9%,-18%
COc1cc(/C=C\C(=O)OCn2nnc3ccccc3c2=O)cc(OC)c1OC,4,26%,20,-8%,?,?,-1,-5%,1%
O=C1c2cccc(Cl)c2C(=O)c2c1cccc2N1CCCC1,-3,10%,-19,?,-20%,-3%,-27,?,4%
COc1ccc(OC)c(N2C(=O)c3ccccc3C2c2nnnn2-c2ccc3c(c2)OCCO3)c1 (centres undefined),-1,-1%,-21,4%,14%,?,7,3%,·
CC(/C=C/c1ccc2c(c1)OCO2)=N\NC(=O)C(O)c1ccccc1 (centres undefined),0,1%,3,-2%,13%,-7%,?,-7%,-9%
O=C1N(c2cccc3ccccc23)C(c2ccccc2)N2CCCN12 (centres undefined),-9,6%,17,-4%,-1%,-17%,-2,-3%,1%
COc1ccc(CC(=O)N2CCc3ccccc3C2)cc1,-8,6%,-11,-2%,?,-8%,41,-1%,6%
CCCn1c(CNC(=O)c2ccc(F)cc2)nc2ccccc21,-13,1%,·,·,-1%,-6%,·,·,·
COc1cc(C2c3c(-c4cc(C)cc(C)c4O)n[nH]c3C(=O)N2CCCO)cc(OC)c1OC (centres undefined),-4,5%,-10,-2%,-2%,1%,?,-4%,-3%
CC(C)CCNC(=O)CCCCn1c(=O)[nH]c2ccsc2c1=O,7,2%,8,0%,-14%,-1%,11,1%,-10%
O=C(CCCc1ccccc1)NCc1ccc(Cl)cc1,4,2%,4,21%,-3%,16%,-14,13%,-2%
C=CCNc1nc(C)c(C(C)=O)cc1C#N,2,2%,?,-3%,-2%,13%,7,0%,3%
Cc1ccccc1Cn1c(=O)n(CC2CCC(C(=O)NCCc3ccccc3)CC2)c(=O)c2ccccc21 (centres undefined),-3,-15%,3,0%,?,-25%,30,-2%,1%
CCOC(=O)CSc1nnc(-c2ccoc2C)n1-c1ccc(C)cc1,1,4%,23,5%,-1%,1%,34,10%,1%
CCCCN(C(=O)C1CC(=O)N(c2ccc3c(c2)OCCO3)C1)c1c(N)n(CCC)c(=O)[nH]c1=O (centres undefined),5,-12%,-9,13%,4%,7%,13,9%,-3%
CN(C(=O)CSc1nnc(-c2ccc3c(c2)OCO3)o1)C1CCS(=O)(=O)C1 (centres undefined),1,0%,-6,-3%,-15%,-10%,0,-2%,?
O=C1C(Cl)=C(NCCc2ccccc2)C(=O)c2ccccc21,-13,15%,-71*,9.2µM*,?,?,?,?,5.2µM*
Cc1onc(-c2ccccc2)c1C(=O)Nc1ccccc1NC(=O)c1c(-c2ccccc2)noc1C,2,-4%,-7,19%,2%,?,-10,21%,-4%
COc1ccc(C(C(=O)NC2CCCCC2)N(Cc2cccs2)C(=O)Cc2c[nH]c3ccccc23)cc1 (centres undefined),-1,-5%,-8,?,?,?,-59*,?,16%
O=C(O)C[C@H]1c2cc(F)ccc2S(=O)(=O)N1Cc1ccccc1,-3,-1%,0,0%,-3%&8%,-3%&5%,10,6%,-11%

# Overlap with the part before: three entries, then new ones.
SMILES,DRD3 agonist,GLP1R ag,D3 antag,HT1080-NT tox,KB-3-1 cytotox,KB-V1 MDR tox,IL-1B inflam inh,HT1080 IDH1KD tx,SW480 rereplic
Cc1onc(-c2ccccc2)c1C(=O)Nc1ccccc1NC(=O)c1c(-c2ccccc2)noc1C,2,-4%,-7,19%,2%,?,-10,21%,-4%
COc1ccc(C(C(=O)NC2CCCCC2)N(Cc2cccs2)C(=O)Cc2c[nH]c3ccccc23)cc1 (centres undefined),-1,-5%,-8,?,?,?,-59*,?,16%
O=C(O)C[C@H]1c2cc(F)ccc2S(=O)(=O)N1Cc1ccccc1,-3,-1%,0,0%,-3%&8%,-3%&5%,10,6%,-11%
Cc1ccc(SCCNC(=O)c2ccc([N+](=O)[O-])c(C)c2)cc1,-11,12%,-6,2%,4%,-15%,?,4%,-1%
O=c1c(Cl)c(Cl)cnn1Cc1nnc(-c2ccc(Cl)cc2)o1,-18,-9%,-87*,16µM*,?,-13%,-101*,8.2µM*,3.7µM*
O=[N+]([O-])c1ccc(CSc2ccccn2)cc1,1,5%,9,-1%,11%,21%,-14,2%,-4%
O=C(NC1CCCCC1)C(c1ccccn1)N(C(=O)c1csnn1)c1ccccc1 (centres undefined),-2,6%,-5,5%,1%,8%,14,2%,-25%
O=C(CN1C2=NCCCN2c2ccccc21)c1ccc(Cl)cc1Cl,-8,-3%,4,-18%,?,13µM*,-19,-28%,30%
CCC(C)C(=O)Nc1cc(Cl)ccc1C(=O)O (centres undefined),-3,-1%,5,1%,1%,16%,16,3%,-13%
Cc1ccccc1CS(=O)(=O)CCC(=O)NCCCN1CCOCC1,0,-1%,-8,15%,4%,9%,6,2%,-3%
Cc1ccc(S(=O)(=O)Nc2ccc3c(c2)C(=O)N([C@@H](C)CO)C[C@@H](C)[C@@H](CN(C)C(=O)NC2CCCCC2)OCCCC[C@H](C)O3)cc1,-4,-4%,-10,-10%,0%,0%,-16,2%,·
CCOC(=O)c1c(C)n(C)c2ccc(OCC(O)Cn3c(C)nc4ccccc43)cc12 (centres undefined),8,-20%,15,-26%,-4%,13µM*,-54*,?,15%
Cn1nc(-c2ccccc2F)c2cc(C(=O)Nc3cc(F)ccc3F)sc21,6,0%,·,·,11%,0%,·,·,·
C=Cn1nc(C)c2ccccc2c1=O,0,20%,25,10%,9%,23%,-10,0%,4%

# An excerpt of these results, with each value named:
molecule: O=[N+]([O-])c1ccc(CSc2ccccn2)cc1
- DRD3 agonist: 1
- GLP1R ag: 5%
- D3 antag: 9
- HT1080-NT tox: -1%
- KB-3-1 cytotox: 11%
- KB-V1 MDR tox: 21%
- IL-1B inflam inh: -14
- HT1080 IDH1KD tx: 2%
- SW480 rereplic: -4%

molecule: O=C(NC1CCCCC1)C(c1ccccn1)N(C(=O)c1csnn1)c1ccccc1 (centres undefined)
- DRD3 agonist: -2
- GLP1R ag: 6%
- D3 antag: -5
- HT1080-NT tox: 5%
- KB-3-1 cytotox: 1%
- KB-V1 MDR tox: 8%
- IL-1B inflam inh: 14
- HT1080 IDH1KD tx: 2%
- SW480 rereplic: -25%
